TROY signal inh – inhibitors of TROY-dependent NF-kB signaling. Q293 LMP1-TROYcd NF-kB luciferase reporter, 4 h. inhibition, % at 10 µM. 360,000 compounds, 0.98% hits;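 active = compounds whose plate-normalised and pattern-corrected inhibition of the luciferase reporter signal at the single screening dose is 50% or more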
CF NFkB inh – inhibitors of cystic fibrosis induced NF-kB | KKLEB NF-kB-GFP reporter, PAF-induced, GFP fluorescence overnight | 360,000 compounds, 0.86% hits | AID 588850 | inhibition, % at 5 µM;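 active = at least 50% inhibition at 5 µM, scaled per plate between neutral and stimulator controls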;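 also: PAF is a Pseudomonas aeruginosa culture filtrate used as stimulus; plate controls were PAF-stimulated DMSO wells for no effect and unstimulated DMSO wells for full effect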
LMP1 NFkB inh – reduces LMP1-driven NF-kappaB luciferase signal; LMP1-induced NF-kappaB luciferase reporter cells, luminescence; inhibition, % at 12.5 µM; 350,000 compounds, 0.69% hits; AID 504558; in the data active = inhibition above about 41%;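 also: 0% = neutral control wells and 100% = reference inhibitor control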
KKLEB tox – CF airway cell cytotoxicity counter-screen; KKLEB CF airway cells viability, ATPlite luminescence, overnight; stronger effect = lower value; cells stimulated with P. aeruginosa culture filtrate; 360,000 compounds, 0.36% hits; activity change (cytotoxicity), % at 5 µM; AID 602141;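 active = corrected activity change at or below -50% at 5 µM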
TRAIL sens C8 – caspase-8 TRAIL sensitization; NB7+C8 cells + TRAIL, ATPlite viability luminescence; inhibition (viability loss, TRAIL sensitization), % at 10 µM; 360,000 compounds, 1% hits; AID 624354;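 active = compounds causing at least 50% loss of cell viability in the single-dose screen, relative to plate controls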
SRC3 inh – human NCOA3 inhibition; HEK293 GAL4-SRC3 luciferase reporter, luminescence; inhibition, % at 3.6 µM; 360,000 compounds, 0.17% hits; AID 588352;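 active = inhibition above a per-campaign cutoff, the mean of all compounds plus 3 SD, cut at about 60% in these data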;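 also: 0% = DMSO-treated cells and 100% = gossypol-treated cells at 36 µM; higher means less SRC3-driven luciferase light from the GAL4 reporter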
NR5A2 inv ag – inverse agonists of human LRH-1 (NR5A2) | HEK293T StAR-luciferase reporter, LRH-1 transfected, 24 h | inhibition, % at 3.6 µM | 360,000 compounds, 0.13% hits;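 active = inhibition above the mean inhibition of all tested compounds plus 3 SD, cut at about 73% in these data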;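 also: 0% = DMSO wells and 100% = reporter-only cells lacking LRH-1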
Target sequence (O00482 whole entry, looked up): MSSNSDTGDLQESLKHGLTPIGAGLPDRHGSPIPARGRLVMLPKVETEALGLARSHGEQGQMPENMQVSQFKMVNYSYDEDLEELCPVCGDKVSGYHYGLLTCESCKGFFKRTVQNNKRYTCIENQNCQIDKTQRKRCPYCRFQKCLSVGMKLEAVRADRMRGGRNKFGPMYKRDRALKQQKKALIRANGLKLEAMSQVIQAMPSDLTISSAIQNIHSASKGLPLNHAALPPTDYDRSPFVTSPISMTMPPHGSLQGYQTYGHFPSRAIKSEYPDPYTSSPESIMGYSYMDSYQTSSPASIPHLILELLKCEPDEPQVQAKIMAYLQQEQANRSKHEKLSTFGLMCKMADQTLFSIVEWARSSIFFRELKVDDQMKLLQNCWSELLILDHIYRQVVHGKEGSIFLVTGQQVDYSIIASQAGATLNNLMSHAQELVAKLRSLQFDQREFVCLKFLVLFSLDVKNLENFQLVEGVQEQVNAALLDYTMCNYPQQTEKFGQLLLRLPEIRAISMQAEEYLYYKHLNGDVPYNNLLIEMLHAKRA
TWEAK-Fn14 inh – TWEAK-Fn14 signaling inhibition. TWEAK-stimulated Fn14 reporter cells, luciferase luminescence, 8 h. inhibition, % at 10 µM. 360,000 compounds, 2% hits; in the data active = inhibition above about 50%
COUP-TFII inh – NR2F2 (human) inhibition, primary screen; HEK293T NGFI-A luciferase reporter, luminescence; 370,000 compounds, 0.7% hits; P24468; inhibition, % at 8.6 µM;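 active = inhibition above a per-plate cutoff, mean inhibition of test wells between control levels plus 3 SD, cut at about 38% in these data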;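 also: cells cotransfected with COUP-TFII expression vector driving the NGFI-A reporter; 0% = median of COUP-TF2 test wells and 100% = reporter-only cells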
Target sequence (P24468 whole entry, looked up): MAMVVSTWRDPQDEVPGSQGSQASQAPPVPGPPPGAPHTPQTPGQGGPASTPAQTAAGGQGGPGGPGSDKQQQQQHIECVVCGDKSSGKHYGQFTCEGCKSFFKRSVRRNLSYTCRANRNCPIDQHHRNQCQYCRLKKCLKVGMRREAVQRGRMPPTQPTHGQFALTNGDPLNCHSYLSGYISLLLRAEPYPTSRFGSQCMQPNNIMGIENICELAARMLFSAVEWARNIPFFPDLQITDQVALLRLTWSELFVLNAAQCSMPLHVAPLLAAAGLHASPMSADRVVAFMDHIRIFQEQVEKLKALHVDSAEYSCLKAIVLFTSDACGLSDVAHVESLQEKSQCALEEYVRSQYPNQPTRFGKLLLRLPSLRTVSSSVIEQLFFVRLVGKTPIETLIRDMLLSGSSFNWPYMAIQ
Shn3 inh set2 – Schnurri-3 reporter inhibition in Clone20 osteoblasts; Clone20 osteoblast Shn3 3'UTR firefly luciferase, 24 h; inhibition, % at 12.5 µM; 360,000 compounds, 0.52% hits; AID 588674;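 active = mean inhibition of at least 75% with every replicate also reaching 75%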;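 also: 0% = median of neutral control wells and 100% = pilot-screen positive control compound; some compounds past the cut are filed as inactive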
NCOA1 inh – inhibitors of human steroid receptor coactivator 1 (SRC1); Q15788; HEK293 GAL4-SRC1 luciferase reporter, luminescence; 360,000 compounds, 0.12% hits; inhibition, % at 3.6 µM; AID 588354;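 active = inhibition above the campaign mean plus 3 SD, with each screening campaign given its own cutoff, cut at about 60% in these data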;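 also: 0% = DMSO treated cells and 100% = gossypol at 36 µM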
Active calls of the source: *; / = no result given.

SMILES,COUP-TFII inh,NR5A2 inv ag,TROY signal inh,Shn3 inh set2,SRC3 inh,TWEAK-Fn14 inh,LMP1 NFkB inh,TRAIL sens C8,KKLEB tox,CF NFkB inh,NCOA1 inh
O=C(O)CC(NC(=O)OCc1ccccc1)c1ccc(Br)cc1 (stereo not drawn),17,14,1,-10,0,10,1,2,0,-4,-15
O=C(O)c1cccc(NC(=O)C2CCCO2)c1 (stereo not drawn),-7,2,-1,9,24,17,2,-4,-2,-8,14
CCOC(=O)C1=C(COC(=O)/C=C/c2ccc(F)cc2)NC(=O)NC1C (stereo not drawn),8,6,-9,-9,-15,-6,5,0,-2,14,-17
c1ccc(Nc2nnc(SCc3cccc4ccccc34)s2)cc1,-1,-6,-11,4,-4,-3,-39,-19,4,2,2
Cc1cc(C)nc(SCc2cn3c(C)cccc3n2)n1,-30,-3,3,9,0,-6,/,-5,3,14,0
O=C(N1CCOCC1)C12OC3CC(CC(C3)O1)O2,10,-8,13,-1,-8,4,/,8,7,-8,-8
COc1ccc(S(=O)(=O)N(CC(=O)NCc2ccco2)c2ccccc2OC)cc1,13,2,12,2,2,24,-6,-5,2,5,-25
Cc1c(C(=O)N2CCN(c3ccccc3)CC2)oc2c(F)cccc12,2,1,-21,-19,-22,3,1,-5,9,12,-9
CCC(=O)N1N=C(c2ccc(C)cc2)CC1c1ccco1 (stereo not drawn),1,7,-14,-13,13,-21,-10,14,16,-8,-9
CC(C)c1ccc(/C=C/c2ccc(=O)n(C)n2)cc1,-68,-136,-43,-29,-75,-2,-44,62*,-13,-23,-114
CC(C)N(Cc1nc(-c2ccccc2)no1)C(=O)C(Cl)(Cl)Cl,7,-11,4,-3,6,11,-8,-2,7,2,0
C=CCCC(=O)N1CCC(Oc2cccc(C(=O)NCc3ccccn3)c2)CC1,7,13,3,-6,5,9,-2,-25,-6,28,-3
CC1CCc2cc(F)cc3c(O)c(C(=O)NCC4CCCO4)c(=O)n1c23 (stereo not drawn),8,-1,10,7,-34,28,4,1,-6,8,-13
CC(C)C[C@@H](C(=O)NCc1ccco1)N1C(=O)N2CCc3c([nH]c4ccccc34)[C@@]2(C)C1=O,13,3,-13,22,8,16,-3,2,9,12,-13
Cc1ccc(NC(=S)c2nc3ccccc3[nH]2)cc1,-35,-150,6,-58,-86,0,0,77*,-34,-27,-101
Cc1nc(-c2ccccc2)sc1C(N)=O,-12,-15,4,3,24,-4,-4,-5,-3,12,-6
Cc1ccc(N2CC(C(=O)OCc3ccccc3)CC2=O)cc1 (stereo not drawn),4,14,1,-1,7,4,3,-2,-13,1,-6
CC(C)Cc1nc(SCC(=O)NCC2CCCO2)c2c(=O)n(C)c(=O)n(C)c2n1 (stereo not drawn),3,11,2,-14,4,1,-5,-7,-6,-9,2
C[C@]12CC[C@H](O)CC1=CCC1C2CC[C@@]2(C)C1CCC21OCCO1 (stereo partly drawn),-2,-10,3,84,-22,16,-18,-6,-8,16,3
O=C(NCc1ccccc1)C12CN(Cc3ccccc3)CC1C(c1ccc([N+](=O)[O-])cc1)=NO2 (stereo not drawn),14,2,7,9,22,12,5,10,-17,9,-4
CC1(C)CCC(=O)N2CC[C@H]3C[C@H](OC(=O)Nc4ccc5c(c4)OCO5)C[C@@H]1[C@H]32,-10,-58,-10,-57,-9,29,-3,-2,-5,39,-36
O=C(C[C@H]1C/C=C\C[C@H](NC(=O)OCC2c3ccccc3-c3ccccc32)C(=O)OC[C@H]2CCCN2C1=O)NCCO,-1,7,8,6,-22,-4,-5,-6,5,-23,-7
C#CCN(C#N)c1nc(NCC)nc(NC(C)C)n1,-19,7,5,6,-5,11,1,-2,-18,25,8
COC(=O)c1cc(=O)c2cccc(OC)c2[nH]1,-1,6,16,-3,22,13,4,0,2,-15,9
CCCS(=O)(=O)c1c(S(=O)(=O)CCC)c2ccccn2c1C(=O)OC,-2,10,3,-19,1,-1,-13,12,-8,7,-30

(cont.)
SMILES,COUP-TFII inh,NR5A2 inv ag,TROY signal inh,Shn3 inh set2,SRC3 inh,TWEAK-Fn14 inh,LMP1 NFkB inh,TRAIL sens C8,KKLEB tox,CF NFkB inh,NCOA1 inh
COc1cccc(NC(=O)COC(=O)c2nc(Cl)ccc2Cl)c1,-16,12,-10,2,0,32,-4,-5,5,5,5
O=C(CSC(=S)N1CCSCC1)c1ccccc1,-64,-119,-25,-35,-96,12,-24,36,-4,-3,-98
COCCn1c(SCC(=O)Nc2ccc3c(c2)OCCO3)nc2ccccc2c1=O,-4,-8,-34,-29,-12,0,-11,-23,-12,20,-21
CO/N=C1\CCn2c1c(C)c1ccccc12,-2,5,-26,/,22,-28,7,-2,-22,8,-7
CC(C)c1onc(C(=O)N2CCCCC2)c1[N+](=O)[O-],-7,4,-9,-5,8,3,0,5,10,-3,-17
O=C(OCC#Cc1c(COC(=O)c2ccccc2)nnn1Cc1ccccc1)c1ccccc1,6,-3,2,15,9,-17,7,-1,-6,28,-21
BrC(/C=C\c1ccccc1)=N/Nc1nc(N2CCOCC2)nc(N2CCOCC2)n1,-10,19,6,58,-11,-10,4,-10,8,-28,-36
COc1cc(Cl)ccc1OCc1cc(C(=O)N(C)Cc2cccc3cnccc23)no1,13,-28,3,32,-33,25,-3,19,-1,-15,-22
CC(=O)c1c(C)[nH]c(C(=O)COC(=O)c2cccs2)c1C,-22,5,-60,-45,-4,-16,1,-8,4,-27,-18
Cc1cc(NC(=O)CSc2nnc(-c3cccc(F)c3)n2N)no1,7,9,-17,-17,-7,8,-7,-7,21,-12,-7
c1ccc(CCNCCCOc2cccc3ccccc23)cc1,2,12,-13,-14,-28,-12,-3,3,6,22,6
OC(COc1ccc(Cl)cc1Cl)CN1CCc2ccccc2C1 (stereo not drawn),-9,2,-11,-2,-10,-18,6,-9,-14,-2,-17
Cn1c(=O)c2c(nc(NCc3ccc4c(c3)OCO4)n2Cc2ccccc2F)n(C)c1=O,0,0,11,65,-29,-8,0,0,-2,0,-23
COC(=O)c1c(C)oc(C)c1S(=O)(=O)NCc1ccc(Cl)cc1,-15,-10,13,0,17,-10,2,-5,16,5,4
N#Cc1ccccc1S(=O)(=O)N1CCN(CC(=O)Nc2ccnn2C2CCCC2)CC1,6,20,-5,23,2,-4,-4,-16,-4,2,5
COCCNC(=O)C(OC(=O)c1cc2oc(C)cc2n1C)C(C)C (stereo not drawn),-17,-5,6,6,13,-5,1,-25,7,-11,15
CC12CCC(C(=O)N3CCCc4ccccc43)(OC1=O)C2(C)C (stereo not drawn),-5,7,3,8,-2,10,6,0,10,0,-24
Cc1cccc(N2C(=O)CS/C2=N\NC(=O)c2cccnc2)c1C,-7,-5,-9,-33,3,-23,-4,-7,-13,1,4
O=C(Nc1ccc2c(c1)OCCO2)C1c2ccccc2OCC(=O)N1CCCN1CCOCC1 (stereo not drawn),0,-26,0,/,/,7,/,-10,/,/,/
Cc1ccc(Nc2nnc(SCC(=O)c3c(N)n(C4CC4)c(=O)[nH]c3=O)s2)cc1C,8,-28,-1,-30,-25,-40,4,55*,-23,9,-17
COc1ccccc1C(=O)NCCC(=O)NCCc1ccccc1,-8,-29,0,-30,6,-11,-5,-2,1,24,-31
CCC(C)NC(=O)CCS(=O)(=O)c1ccc2c(c1)n(C)c(=O)c(=O)n2C (stereo not drawn),-7,6,-10,1,20,-7,2,10,2,5,0
CC(=O)Nc1ccc(NC(=O)C2(C)Cc3c(-c4cccc(C(N)=O)c4)ccnc3O2)cc1 (stereo not drawn),12,-12,-5,-12,-5,-28,/,-16,10,-4,-3
CN1CCN(S(=O)(=O)c2ccc3[nH]c(=O)oc3c2)CC1,-9,8,8,-8,12,1,8,-1,1,7,-1
c1ccc(CN2CCOCC2)nc1,12,4,11,-3,2,18,-4,-7,19,-3,6

Additional entries:
SMILES,COUP-TFII inh,NR5A2 inv ag,TROY signal inh,Shn3 inh set2,SRC3 inh,TWEAK-Fn14 inh,LMP1 NFkB inh,TRAIL sens C8,KKLEB tox,CF NFkB inh,NCOA1 inh
CC(C)c1ccc(C2c3[nH]c4ccccc4c3C[C@H]3C(=O)N(c4ccccc4C(=O)N4CCC[C@H]4C(=O)O)C(=O)N23)cc1 (stereo partly drawn),-11,13,67*,-7,5,44,-9,3,13,-14,-19
COc1ccccc1OCC(=O)Nc1cc(Cl)ccc1N1CCCCC1,-9,9,-9,3,12,-8,5,1,4,19,0
CC(C)OP(=O)(c1ccc(N(C)C)cc1)C(O)c1ccccc1F (stereo not drawn),-10,12,1,2,5,-31,0,-8,4,-4,7
CCC(C)(C)NC(=O)CN(CC1CCCO1)C(=O)CCC(=O)Nc1nccs1 (stereo not drawn),15,10,10,-4,-13,7,1,4,-2,5,-9
COCC1CCN(C(=O)C2CCN(c3nc(-c4ccccc4)nc4c3CCC4)CC2)C1 (stereo not drawn),10,17,15,1,19,-7,11,4,-17,14,3
O=C(CCn1cccc1)Nc1nccs1,-1,8,5,-15,16,14,-2,-12,-4,8,6
COC(=O)CSc1nnc(-c2ccc3c(c2)OCO3)n1C,0,4,0,-6,15,-1,1,-21,-2,16,6
Cc1[nH]n(-c2ccccc2)c(=O)c1/C=N/N(C)c1ccccc1,-8,-23,-42,2,-10,4,3,18,-2,-12,-47
Cc1cc(C)c2c(N)c(S(=O)c3ccc(C(C)(C)C)cc3)sc2n1 (stereo not drawn),12,18,-1,-12,2,-23,2,-3,-7,-3,-15
O=C(Nc1cc(Cl)ccc1Cl)C1CC(=O)N(c2ccccc2)C1 (stereo not drawn),-5,5,-18,-4,-6,-9,6,-13,6,3,-70
COc1cc(/C=C/C(=O)OCC(=O)NC(=O)NC(C)C)cc(OC)c1OC,14,12,5,-12,6,5,0,-8,-4,8,2
CC(=O)Nc1ccc(S(=O)(=O)Oc2cccc(/C=C3\SC(N)=NC3=O)c2)cc1,0,-14,-12,1,-18,12,-11,-4,-8,-6,13
CC(C)c1ccc2nc(N)sc2c1,-17,-88,-49,-77,-79,-18,-27,24,-4,-7,-83
CSc1cccc(N2CC(C(=O)Nc3cccc(S(=O)(=O)N4CCCC4)c3)CC2=O)c1 (stereo not drawn),1,1,19,34,1,42,12,3,-7,38,5
O=C1NN(c2ccccc2)C(=O)/C1=C\c1coc2ccc(O)cc2c1=O,-36,-1,-57,3,9,-19,-8,-26,1,-24,-12
Cc1nc(SCC(=O)Nn2c(-c3ccccc3)nc3ccccc3c2=O)n[nH]1,10,-2,-4,5,20,-3,2,2,4,0,4
CCCS(=O)(=O)NC(=O)C1(C)CCN(C(=O)C2(c3ccc(Cl)cc3)CCCC2)C1 (stereo not drawn),-27,3,1,4,-17,-9,/,-13,3,2,-12
C/C=C/C=C/C(=O)O,5,-14,10,6,9,0,-5,5,11,-8,1

Sorted by heavy-atom count (largest number first): three of the compounds above.
SMILES,COUP-TFII inh,NR5A2 inv ag,TROY signal inh,Shn3 inh set2,SRC3 inh,TWEAK-Fn14 inh,LMP1 NFkB inh,TRAIL sens C8,KKLEB tox,CF NFkB inh,NCOA1 inh
COc1cc(Cl)ccc1OCc1cc(C(=O)N(C)Cc2cccc3cnccc23)no1,13,-28,3,32,-33,25,-3,19,-1,-15,-22
COc1cc(/C=C/C(=O)OCC(=O)NC(=O)NC(C)C)cc(OC)c1OC,14,12,5,-12,6,5,0,-8,-4,8,2
c1ccc(Nc2nnc(SCc3cccc4ccccc34)s2)cc1,-1,-6,-11,4,-4,-3,-39,-19,4,2,2

High-throughput results as filed in PubChem BioAssay.

An excerpt (hit frequency here may not be typical).
